Source: PubChem (several laboratories)
PG9 Ab binder: binders of HIV-1 gp120 antibody PG9, primary screen, biochemical, TR-FRET; TR-FRET gp120-PG9 antibody binding; inhibition, % at 6.7 µM; 360,000 compounds, 0.43% hits; in the data active means inhibition above about 8.5%
ssDAF12 agonist: S. stercoralis DAF-12 nuclear receptor activators, primary screen, cell-based, luminescence, HEK293, GRIP1 co-expression, lit1-tk-luc. Nuclear hormone receptor DAF-12 (Strongyloides stercoralis). activation, % at 6.8 µM. HEK293 ssDAF-12/GRIP1 lit1-tk-luc reporter; % of 3 µM dafachronic acid response. 370,000 compounds, 1% hits. AID 652126, 2013;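 active means activation above the mean over all tested compounds plus 3 SD, cut at about 0.9% in these data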;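 further: 0% = DMSO-only wells and 100% = 3 µM delta7-dafachronic acid wells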
PLCb3 inh: human PLC-beta3 inhibitors, primary screen, biochemical, fluorescence | Purified PLC-beta3, fluorogenic substrate | inhibition, % at 12.2 µM | 370,000 compounds, 0.18% hits; in the data active means inhibition above about 11%;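 further: 0% = median of compound wells on plate and 100% = full blocker control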
DAX1 inh-1: DAX1 (NR0B1) inhibitors on StAR promoter, primary screen, cell-based, luminescence, SF-1 (NR5A1), full-length DAX-1; inhibition, % at 6.8 µM; 370,000 compounds, 1.1% hits; AID 652010, 2013; HEK293T StAR-luciferase reporter, SF-1/DAX-1 repression relief;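 active means inhibition above the mean over all tested compounds plus 3 SD, cut at about 3.6% in these data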;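 further: 0% = DAX-1 cells with DMSO and 100% = cells lacking DAX-1 with DMSO; higher inhibition means more luminescence from relief of DAX-1 repression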
SMARCA2 activ: SMARCA2 (BRM) function activators, primary screen, cell-based, luminescence, high throughput; activation, % at 9.1 µM; MG213 cells, MMTV-luciferase reporter, dexamethasone, overnight; 370,000 compounds, 1% hits; in the data active means activation above about 7.8%;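 further: 0% = vehicle wells and 100% = reference activator wells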
HGIII-sPLA2 inh: human group III sPLA2 inhibitors, primary screen, biochemical, QFRET, BODIPY PC-A2 liposome substrate; QFRET BODIPY PC-A2 liposome hydrolysis, fluorescence; inhibition, % at 12.2 µM; AID 743126, 2013; 370,000 compounds, 0.56% hits;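 active means inhibition above mean plus 3 SD of compounds lying within the high and low control bounds, cut at about 19% in these data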;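 further: 0% = median of test compound wells and 100% = no enzyme DMSO wells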
hgDAF12 agonist: H. glycines DAF-12 receptor agonists, primary screen, cell-based, luminescence, HEK293, GAL4 fusion, UAS-luciferase; activation, % at 6.8 µM; AID 687014, 2013; HEK293 GAL4-hgDAF12 UAS-luciferase reporter, agonist luminescence; normalized to butyrate control; 370,000 compounds, 1.8% hits;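 active means activation above a cutoff set at the mean of all screened compounds plus 3 SD, cut at about 10% in these data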;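 further: 0% = DMSO wells and 100% = sodium butyrate wells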
hcDAF-12 act: H. contortus DAF-12 nuclear receptor activators, primary screen, cell-based, luminescence, HEK293, lit1-tk-luc reporter; HEK293 hcDAF-12 lit1-tk-luc reporter; 0% DMSO, 100% Δ7-dafachronic acid; activation, % at 6.8 µM; 370,000 compounds, 1.4% hits; AID 652067, 2013;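 active means activation above the mean of all tested compounds plus 3 SD, cut at about 5.5% in these data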;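 further: 100% = response to 3 µM Δ7-dafachronic acid high control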
NR1D1 modulator: modulators of Rev-erb alpha DNA binding, primary screen, biochemical, FITC-DNA, fluorescence polarization, uHTS; activity, % at 10 µM; 370,000 compounds, 0.79% hits; Rev-erbα–FITC-DNA binding, 90 min; Nuclear receptor subfamily 1 group D member 1 (Homo sapiens), P20393;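 active means activity above about 14%, limit read from the data; passing the limit was not always enough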;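 further: 0% = DMSO wells with 35 nM protein and 100% = DMSO wells with 750 nM protein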
Target sequence (P20393 whole entry, looked up): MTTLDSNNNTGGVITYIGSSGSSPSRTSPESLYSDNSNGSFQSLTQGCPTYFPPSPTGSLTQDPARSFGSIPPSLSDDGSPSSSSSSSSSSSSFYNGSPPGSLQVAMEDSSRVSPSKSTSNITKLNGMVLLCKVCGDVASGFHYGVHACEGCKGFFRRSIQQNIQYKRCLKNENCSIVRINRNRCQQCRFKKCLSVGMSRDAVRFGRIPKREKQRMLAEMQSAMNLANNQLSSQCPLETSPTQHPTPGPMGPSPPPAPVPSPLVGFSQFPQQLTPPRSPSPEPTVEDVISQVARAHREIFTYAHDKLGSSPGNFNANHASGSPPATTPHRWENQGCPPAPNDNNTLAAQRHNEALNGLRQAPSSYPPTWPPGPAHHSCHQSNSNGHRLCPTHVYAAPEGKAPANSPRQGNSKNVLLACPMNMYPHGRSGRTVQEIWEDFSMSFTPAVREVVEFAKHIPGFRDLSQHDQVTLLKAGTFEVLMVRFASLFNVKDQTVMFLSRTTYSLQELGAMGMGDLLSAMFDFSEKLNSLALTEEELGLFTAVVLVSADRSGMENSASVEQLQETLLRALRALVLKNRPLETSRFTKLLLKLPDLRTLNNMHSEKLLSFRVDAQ
GAA850 FXN act: FXN promoter activators, primary screen, cell-based, luciferase luminescence, HEK293 lucGAA850; HEK293 lucGAA850 FXN promoter luciferase reporter, 24 h; percent of 10 µM SAHA response; activation, % at 6 µM; 360,000 compounds, 0.56% hits; AID 540364, 2011;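 active means activation above the average of all compounds screened plus 3 SD, cutoff fixed separately per campaign, cut at about 7.5% in these data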;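 further: 0% = DMSO wells and 100% = 10 µM SAHA wells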
DAX1 inh-2: DAX1 (NR0B1) inhibitors, primary screen, cell-based, HEK293, Gal4-DAX1, luciferase luminescence; Nuclear receptor subfamily 0 group B member 1 (Homo sapiens), P51843; 340,000 compounds, 0.99% hits; HEK293 Gal4-DAX1 luciferase reporter; inhibition, % at 6.75 µM; AID 504766, 2011;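 active means inhibition above the mean over all tested compounds plus 3 SD, cut at about 4.2% in these data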;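 further: 0% = DAX1-transfected cells with DMSO and 100% = empty-vector control cells with DMSO; inhibition shows as a rise in luminescence from relieved DAX1 repression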
Target sequence (P51843 207-470 limits assumed): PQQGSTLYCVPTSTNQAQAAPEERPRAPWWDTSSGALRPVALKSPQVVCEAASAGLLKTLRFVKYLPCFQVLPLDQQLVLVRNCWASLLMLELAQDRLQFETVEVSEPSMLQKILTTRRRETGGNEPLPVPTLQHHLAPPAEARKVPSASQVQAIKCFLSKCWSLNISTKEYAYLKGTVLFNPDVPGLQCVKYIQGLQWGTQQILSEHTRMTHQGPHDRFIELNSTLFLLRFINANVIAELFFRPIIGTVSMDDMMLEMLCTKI
The depositor's hits bear a star; x = not tested or not shown.

Values run as follows: PG9 Ab binder, ssDAF12 agonist, PLCb3 inh, DAX1 inh-1, SMARCA2 activ, HGIII-sPLA2 inh, hgDAF12 agonist, hcDAF-12 act, NR1D1 modulator, GAA850 FXN act, DAX1 inh-2
1: COc1cc(NC(=O)C2CCCN(S(=O)(=O)c3cccc4cccnc34)C2)cc(OC)c1 (stereo not given)
  x, -1.9, -1, -2.1, -3, -13, -4.8, -3.9, -4, x, x
2: Cc1cc(N2CCCCC2)nc(N)n1
  0.6, -1.2, 1, -0.6, -4, 7, -4.0, -0.3, 5, 1.1, 0.0
3: O=C(CN1C(=O)NC2(CCCCCC2)C1=O)NCc1ccc(Cl)cc1
  0.1, -1.0, -3, 1.0, 2, -6, -0.4, 0.9, 2, 0.6, -0.2
4: CC1=C(C(=O)N2CCOCC2)CC(CC(=O)NCCCN(C)C)C(=O)N1CCCN1CCCC1=O (stereo not given)
  0.3, -0.6, 0, 0.1, -5, -2, -4.2, 0.8, -8, x, x
5: CCOc1cc(C2NC(=O)NC(O)(C(F)(F)F)C2C(=O)c2ccc(OC)cc2)ccc1O (stereo not given)
  2.3, -0.6, 1, 0.0, 1, 2, 1.5, -0.5, 5, 0.2, 0.6
6: Cc1cc(NC(=O)c2ccccc2Cl)no1
  1.6, -0.1, 0, 0.9, 3, 11, 3.5, 1.5, -6, 1.7, 2.6
7: COc1ccc(NC(=O)CCNC(=O)Cn2cnc3sc4c(c3c2=O)CCCC4)cc1OC
  0.6, 0.9, -7, 0.0, -3, 7, -0.9, -1.6, -4, 1.8, -0.3
8: CCN(C(=O)CN1CCC(C)CC1)c1c(N)n(Cc2ccccc2)c(=O)[nH]c1=O
  2.6, -0.9, -6, 0.7, -1, 14, -0.6, 0.9, 4, -0.8, -0.8
9: CCC1(c2ccc(F)cc2)NC(=O)N(CC(=O)N2CCOCC2)C1=O (stereo not given)
  -4.8, -1.6, 2, -0.4, -1, 0, -1.4, -0.8, 0, -0.5, 0.4
10: O=C(COC(=O)Cn1cnc2ccccc2c1=O)Nc1ccc2c(c1)OCO2
  0.3, -1.4, -27, 0.2, -4, 1, 2.0, 0.6, -4, -0.1, 0.5

The final 3 entries of the section before lead into the next:
Values run as follows: PG9 Ab binder, ssDAF12 agonist, PLCb3 inh, DAX1 inh-1, SMARCA2 activ, HGIII-sPLA2 inh, hgDAF12 agonist, hcDAF-12 act, NR1D1 modulator, GAA850 FXN act, DAX1 inh-2
8: CCN(C(=O)CN1CCC(C)CC1)c1c(N)n(Cc2ccccc2)c(=O)[nH]c1=O
  2.6, -0.9, -6, 0.7, -1, 14, -0.6, 0.9, 4, -0.8, -0.8
9: CCC1(c2ccc(F)cc2)NC(=O)N(CC(=O)N2CCOCC2)C1=O (stereo not given)
  -4.8, -1.6, 2, -0.4, -1, 0, -1.4, -0.8, 0, -0.5, 0.4
10: O=C(COC(=O)Cn1cnc2ccccc2c1=O)Nc1ccc2c(c1)OCO2
  0.3, -1.4, -27, 0.2, -4, 1, 2.0, 0.6, -4, -0.1, 0.5
11: CC(=O)N/C(=N\OCc1ccc(Br)cc1)c1nonc1NC(C)=O
  -2.0, -1.0, 1, -0.4, -2, -8, 0.6, 1.3, 1, 3.2, -0.8
12: Cc1ccc(NC(=S)N2CCN(C(=O)C3CCCO3)CC2)c(C)c1 (stereo not given)
  1.3, -1.4, -1, 0.5, -2, 9, 2.6, 0.4, -3, 2.1, 0.7
13: COc1ccc2nnc(-c3ccccc3)n2n1
  -0.7, -1.4, -33, -0.2, 3, -1, -0.3, -1.5, -1, 0.1, 0.5
14: CC12COC3(C(=O)NCCc4ccccc4)CC1CCC32C (stereo not given)
  0.1, -0.8, 5, 0.5, 2, 1, 2.6, 2.3, -3, 5.9, 1.2
15: CC(=O)N(CCC(Cc1ccccc1)c1ccc2c(c1)OCO2)Cc1ccc(Cl)cc1 (stereo not given)
  -1.1, -1.1, -3, -0.7, -3, -12, -1.3, -1.9, 1, 0.5, -0.1
16: COC(=O)c1c(NC(=O)c2c(-c3ccccc3Cl)noc2C)sc2c1CCC2
  0.4, -1.4, -18, -0.2, 0, 1, -0.6, -2.4, -1, 0.4, 0.2
17: O=C1CCC([N+](=O)[O-])C(c2ccccc2Cl)N1 (stereo not given)
  0.4, -1.1, 2, -0.1, -2, 7, -1.4, -2.5, 3, 0.6, 1.2
18: O=C(COC(=O)Cc1cccs1)Nc1ccccc1
  -0.2, -0.9, -1, -0.3, 0, -3, 0.9, 0.4, -4, 0.0, 0.8
19: C/C(=N\NC(=O)c1ccc(Br)cc1)c1cccc(NC(=O)c2cccnc2)c1
  -1.0, -1.6, -15, 0.1, 4, 1, 5.5, -0.9, 1, 3.5, -1.4
20: COc1ccc2nc(/C=N/NC(=O)[C@@H]3CCCN3C(=O)OC(C)(C)C)ccc2c1
  1.1, 0.6, -240, 0.4, 2, 8, 3.4, 2.6, -4, 4.1, 0.7
21: COc1ccccc1CN1C[C@@H]2C[C@@H](c3[nH]c4c(C)cccc4c3C)N3CCC[C@@]23C1=O
  -0.8, -0.5, -7, -0.4, 2, -19, -0.9, 0.5, -5, 0.7, -0.5
22: Cc1ccccc1NC(=O)C1CCN(c2ncccn2)CC1
  x, 0.2, -14, -0.6, -2, 20*, 2.5, 0.0, 5, x, x
23: C=CCn1c(CNC(=O)c2cccs2)nnc1SCc1ccc(Cl)cc1Cl
  -1.9, -1.4, 1, -0.1, 0, -20, -3.6, -2.0, 1, -0.1, -0.4
24: CN(C)c1cccc(CNC(=O)c2csc([C@@H]3O[C@H](CO)[C@H](O)[C@H](O)[C@H]3O)n2)c1
  -4.2, -0.7, 2, 0.3, -2, -2, -1.9, -1.3, -3, 0.0, x
25: Cc1cc(NC(=O)CCC(=O)N(CC2CCCO2)C(C(=O)NC2CCCC2)c2cccnc2)no1 (stereo not given)
  1.4, -1.4, 3, -0.2, 0, 6, -1.1, -1.9, 2, 0.8, -0.2
26: COc1cc(NC(=O)c2ccccc2NS(=O)(=O)c2ccc(Cl)s2)cc(OC)c1
  -0.4, -1.7, -6, -1.6, -4, -95, -3.1, -1.9, 0, -2.3, -1.7
27: O=C(N/N=C/c1cc(Cl)ccc1O)c1ccncc1
  1.2, -2.1, -60, 0.3, -6, -10, -4.6, -2.5, 4, -5.7, -2.7
28: CCOc1ccccc1N(CC(=O)NCCSCc1ccco1)S(=O)(=O)c1ccccc1
  -1.0, -1.2, -11, -3.2, 1, -11, -4.4, -0.7, -6, -0.5, 0.0
29: CC(=O)Nc1ccc(OC(=O)c2c(-c3ccccc3Cl)noc2C)cc1
  0.5, -1.6, -1, 0.0, -1, -3, -1.6, -2.9, -3, 0.9, -1.2
30: CCc1cccc(N(C(=O)c2csnn2)C(C(=O)NC2CCCCC2)c2cccnc2)c1 (stereo not given)
  -1.9, -1.0, 0, -0.3, 0, 1, 1.5, -1.5, -3, -1.6, -1.2
31: COc1ccc(-c2cc(C(=O)N3CCN(c4ccc(F)cc4)CC3)no2)cc1OC
  -1.7, -1.5, -3, 0.2, 2, -1, -0.5, -2.0, 1, 0.6, -0.6
32: COCCNc1nnc(SCC(=O)c2c[nH]c3ccccc23)s1
  -0.8, -0.1, -7, -0.6, -3, -11, 2.5, 2.8, -6, 2.4, 1.1
33: Cc1ccc(C(O)CCc2ccc(N)cc2)cc1 (stereo not given)
  -1.1, -1.0, 0, 0.2, 3, 11, 0.0, -0.5, 0, 0.0, 2.3
34: CC1CCc2sc(NC(=O)c3ccc(N4C(=O)CCC4=O)cc3)c(C(N)=O)c2C1 (stereo not given)
  0.4, -1.3, -36, 0.3, -1, -1, -0.5, 0.7, 0, 1.3, -0.5
35: Cc1ccc(N=Cc2c(C)[nH]n(-c3ccccc3)c2=O)nc1
  -1.2, -1.4, -7, 0.9, -1, -2, 2.6, -2.0, -4, 1.0, -0.5
36: CC(C)NS(=O)(=O)c1ccc(NC(=O)Cc2ccsc2)cc1
  1.1, -0.5, -4, -0.2, -2, 0, 1.0, 1.5, -1, 2.8, 0.4
37: CS(=O)(=O)N1CCN(C(=O)c2ccccc2)C1
  0.0, -1.6, 0, -0.7, -6, 2, -1.8, -1.0, 3, -0.3, -0.3
38: Cc1nc(=S)c2ccccc2[nH]1
  -1.0, 0.1, -4, 0.6, 1, 4, -0.5, 1.5, -2, 5.4, 1.4
39: CN(CCCn1c(=S)[nH]c2ncccc2c1=O)Cc1ccccc1
  -0.5, -0.9, -9, 0.6, -3, 13, 0.4, -2.2, 4, 2.7, 0.9
40: Cc1cccc(C(=O)N2CCCC(N3CCN(Cc4ccc5c(c4)OCO5)CC3)C2)n1 (stereo not given)
  1.1, -1.1, -4, 1.4, 0, 6, 0.7, -0.2, -2, 4.6, -0.6
41: O=c1n(Cc2ccc(F)cc2)nc2n1-c1ccccc1SC2
  0.3, -1.3, 3, -0.3, -2, 16, 0.0, 0.4, 5, 1.0, 0.3
42: CCOC(=O)c1c(NC(=O)c2cccs2)sc(CC)c1-c1cccs1
  -1.2, -0.6, -173, -0.6, 1, 3, 1.9, -1.6, 4, -0.2, 0.0
43: O=C(O)COc1ccccc1/C=N/n1c(C2CCCCC2)n[nH]c1=S
  1.9, -1.0, -11, -0.2, -2, 4, -0.4, -1.3, -6, 3.1, 2.2
44: Cc1cc(C(=O)N2CCc3c([nH]c4ccccc34)C2c2cccc(Cl)c2)nn1C (stereo not given)
  -1.0, -0.7, -9, 0.0, -2, -25, 4.1, 2.1, 5, 3.0, 0.6
